Screening results as filed in PubChem.
NCOA3 inh – inhibits human SRC3 coactivator. AID 588352. HEK293 GAL4-SRC3 luciferase reporter, luminescence. inhibition, % at 3.6 µM. 360,000 tested, 0.17% active;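 active means inhibition above a per-campaign cutoff, the mean of all compounds plus 3 SD, cut at about 60% in these data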;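 further: 0% = DMSO-treated cells and 100% = gossypol-treated cells at 36 µM; higher means less SRC3-driven luciferase light from the GAL4 reporter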
TROY signal inh – TROY signaling inhibition. Q293 LMP1-TROYcd NF-kB luciferase reporter, 4 h. inhibition, % at 10 µM. 360,000 tested, 0.98% active. AID 1347056;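 active means compounds whose plate-normalised and pattern-corrected inhibition of the luciferase reporter signal at the single screening dose is 50% or more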
COUP-TFII inh – blocks human COUP-TFII nuclear receptor. P24468. HEK293T NGFI-A luciferase reporter, luminescence. inhibition, % at 8.6 µM. 370,000 tested, 0.7% active;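 active means inhibition above a per-plate cutoff, mean inhibition of test wells between control levels plus 3 SD, cut at about 38% in these data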;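 further: cells cotransfected with COUP-TFII expression vector driving the NGFI-A reporter; 0% = median of COUP-TF2 test wells and 100% = reporter-only cells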
NCOA1 inh – human NCOA1 inhibition. HEK293 GAL4-SRC1 luciferase reporter, luminescence. 360,000 tested, 0.12% active. inhibition, % at 3.6 µM;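 active means inhibition above the campaign mean plus 3 SD, with each screening campaign given its own cutoff, cut at about 60% in these data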;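 further: 0% = DMSO treated cells and 100% = gossypol at 36 µM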
TRAIL sens C8 – sensitizes caspase-8 expressing cells to TRAIL | inhibition (viability loss, TRAIL sensitization), % at 10 µM | AID 624354 | NB7+C8 cells + TRAIL, ATPlite viability luminescence | 360,000 tested, 1% active;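 active means compounds causing at least 50% loss of cell viability in the single-dose screen, relative to plate controls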
LRH-1 inv ag – inverse agonists of human LRH-1 (NR5A2) | inhibition, % at 3.6 µM | 360,000 tested, 0.13% active | AID 602396 | HEK293T StAR-luciferase reporter, LRH-1 transfected, 24 h | O00482;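 active means inhibition above the mean inhibition of all tested compounds plus 3 SD, cut at about 73% in these data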;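 further: 0% = DMSO wells and 100% = reporter-only cells lacking LRH-1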
Target sequence (O00482 whole entry, looked up): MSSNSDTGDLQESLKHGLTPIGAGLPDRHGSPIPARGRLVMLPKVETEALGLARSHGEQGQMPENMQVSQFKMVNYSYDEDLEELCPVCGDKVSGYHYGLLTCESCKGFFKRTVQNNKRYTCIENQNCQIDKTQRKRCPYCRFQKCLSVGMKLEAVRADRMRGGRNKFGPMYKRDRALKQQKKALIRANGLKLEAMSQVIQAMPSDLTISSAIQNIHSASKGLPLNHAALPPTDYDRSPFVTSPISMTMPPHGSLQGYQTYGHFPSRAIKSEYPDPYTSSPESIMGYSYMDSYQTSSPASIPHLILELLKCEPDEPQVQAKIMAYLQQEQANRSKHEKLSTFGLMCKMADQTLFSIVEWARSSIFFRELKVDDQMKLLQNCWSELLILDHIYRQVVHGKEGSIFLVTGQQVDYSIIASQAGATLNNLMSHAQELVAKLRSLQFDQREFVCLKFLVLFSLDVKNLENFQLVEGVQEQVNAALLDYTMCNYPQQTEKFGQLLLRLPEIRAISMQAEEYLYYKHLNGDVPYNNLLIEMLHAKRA
NCOA2 inhibitor – human SRC2 (NCOA2) inhibition. inhibition, % at 9 µM. HEK293 GAL4-SRC2 luciferase reporter, luminescence. AID 651957. 370,000 tested, 0.17% active. Q15596;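 active means inhibition above the mean inhibition of all tested compounds plus 3 SD, set per campaign, cut at about 52% in these data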;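 further: 0% = DMSO treated cells and 100% = cells given Gossypol at 36 µM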
TLR9-MyD88 inh – inhibitors of human TLR9-MyD88 binding. CHO BLA complementation TLR9-MyD88, CCF4 FRET ratio. inhibition, % at 4.98 µM. 340,000 tested, 0.21% active. AID 504734;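 active means inhibition above the mean over all tested compounds plus 3 SD, cut at about 21% in these data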;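 further: 0% = DMSO only wells and 100% = clavulanate BLA inhibitor control wells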
NOD2 RIPK2 PPI – inhibitors of human NOD2-RIPK2 interaction; 360,000 tested, 0.38% active; AID 624267; CHO BLA complementation NOD2-RIPK2, CCF4 ratio; O43353; inhibition, % at 4.98 µM; in the data active means inhibition above about 21%;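 further: 0% = vehicle only and 100% = reference blocker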
Vif imaging – blocks HIV Vif function; HEK293T cells, Vif self-association by quenched fluorescence, imaging, 24 h; inhibition, % at 7.49 µM; 340,000 tested, 0.35% active; in the data active means inhibition above about 50%, passing the limit was not always enough; further: some results filed as inactive read as strong as hits
EBV LMP1 NFkB – Epstein-Barr LMP1 NF-kappaB reporter inhibition; AID 504558; inhibition, % at 12.5 µM; LMP1-induced NF-kappaB luciferase reporter cells, luminescence; 350,000 tested, 0.69% active; in the data active means inhibition above about 41%;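 further: 0% = neutral control wells and 100% = reference inhibitor control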
The depositor's hits bear a star; · = no result given. These rows are one share of the data. The share of hits here may be higher or lower than overall.

Below each compound: NCOA3 inh	TROY signal inh	COUP-TFII inh	NCOA1 inh	TRAIL sens C8	LRH-1 inv ag	NCOA2 inhibitor	TLR9-MyD88 inh	NOD2 RIPK2 PPI	Vif imaging	EBV LMP1 NFkB
- CCc1nnc(NS(=O)(=O)c2ccc(N/C=C/C(=O)c3ccc(C)cc3)cc2)s1
  -21	-4	-4	-38	-7	-99	-27	8	8	-8	-5
- O=C(COC(=O)CC(c1ccccc1)c1ccccc1)NCc1ccccc1
  0	9	-7	-1	2	-15	-3	8	3	0	11
- CCc1nnc(NS(=O)(=O)c2ccccc2)s1
  -12	-2	16	-9	-21	-22	-14	3	7	1	14
- CCc1nnc(NC(=O)CSc2nc3cc(OC)ccc3cc2C)s1
  1	15	4	-9	2	3	-2	1	3	-5	4
- C=CCC1(CC=C)CCCN1C(=O)C1CCC(=O)N(CCc2ccc(OC)cc2)C1 (stereo unspecified)
  -56	-60	-31	-50	-3	-78	-57	2	-7	-3	-32
- CCOC(=O)N1CCC(c2nc3ccccc3[nH]2)CC1
  10	-7	11	-1	-21	2	-11	9	-8	-4	3
- Cn1c(/C(C#N)=C(\O)c2ccc(Cl)s2)nc2ccccc21
  -52	-47	-3	-8	13	-13	-55	-18	1	9	-42
- O=C(NC1CC2CCC1C2)c1ccco1 (stereo unspecified)
  -8	2	6	-16	3	8	-8	-1	-4	-7	-3
- FC(F)(F)c1cnc(-c2cnc(-c3cccnc3)nc2)c(Cl)c1
  -2	-34	3	16	3	-16	-34	-1	-4	5	-25
- CCC1(C)Cc2c(sc3c2c(=O)n(C)c2nnc(SCc4ccccc4)n32)CO1 (stereo unspecified)
  4	12	0	-10	-10	1	11	7	-10	6	28
- O=C1CCC(C(=O)OC(C(=O)c2c[nH]c3ccccc23)c2ccccc2)=NN1 (stereo unspecified)
  -5	5	-9	-15	-6	9	-6	8	-1	-2	0
- COc1ccccc1N1CCN(C(c2cccs2)C(C)NC(=O)C(=O)N2CCOCC2)CC1 (stereo unspecified)
  0	3	7	-26	-2	-16	-8	0	3	-2	-7
- COc1cccc(-c2cnc3c(NC=O)cc(-c4ccoc4)cn23)c1
  3	-1	2	-19	-11	-19	-7	·	0	2	·
- CCOC(=O)n1c(=O)oc2ccccc21
  17	6	15	3	-6	8	-1	-2	-10	-4	2
- Cc1cc(=O)n2c3ccccc3n(CC(O)CN3CCC(C)CC3)c2c1C#N (stereo unspecified)
  7	0	0	3	-2	29	-2	8	-14	-8	8
- O=C(Nc1ccc(F)c(F)c1)c1ccc(F)c(S(=O)(=O)N2CCC3(CC2)OCCO3)c1
  16	10	39*	13	23	5	2	1	2	-20	-5
- C/C=C/c1ccc(OCC(O)CN2CCCCCCC2)c(OC)c1 (stereo unspecified)
  -2	8	-24	-22	23	-13	12	4	-8	-2	-2
- CN1CCCN(C(=O)c2ccc(Cl)cc2)CC1
  -8	-24	19	3	-6	8	27	2	-2	12	3
- COc1ccc(/C=N/NC(=O)c2ccc(Cl)c(S(N)(=O)=O)c2)cc1OCC(N)=O
  11	8	-9	13	-7	-8	10	-11	-17	-5	0
- CCc1ccccc1NC(=O)NNC(=O)CCc1ccccc1
  -3	-14	-11	-10	-13	16	-16	-2	-7	1	-2
- CCCc1cc(=O)oc2cc(OCC(=O)NCCCn3ccnc3)c(Cl)cc12
  10	-25	-14	12	9	39	17	-13	-2	3	-2
- CCOC(=O)c1cc(S(=O)(=O)NCc2ccco2)cn1C
  2	14	5	5	-13	4	10	4	-5	-3	-5
- CCOc1ccccc1C1NC(=O)NC(C)=C1C(=O)OC1CCCC1C (stereo unspecified)
  -6	-11	6	14	0	12	-1	-7	11	·	6
- CCn1ncc(Br)c1C(=O)Nc1ccccc1OC
  5	1	-8	17	-17	5	12	3	5	2	0
- CCOc1cc(/C=C2/N=C(c3ccc4c(c3)OCO4)OC2=O)ccc1OC(C)=O
  -2	-37	-22	-15	5	-27	-10	-9	-5	-3	-2
- Cc1cc(C)nc(SCc2nnc(SCC(=O)OC3CCCCC3)o2)n1
  -11	-1	1	-16	11	5	5	-5	6	8	-2
- Cn1c(SCC(=O)Nc2nnc(-c3ccccc3)o2)nnc1C1CC1
  19	-21	-3	-12	3	0	-4	-5	-8	2	-9
- c1ccc(-c2ccccc2OCCN2CCCC2)cc1
  -5	-19	4	2	6	1	14	-7	5	-1	2
- COc1cc(C(=O)N2CCSCC2)ccc1OC1CCN(C(C)=O)CC1
  14	-26	21	-12	-1	-26	13	-3	7	-9	-1
- CC1(C)CC(=O)C=C(C#CC2(O)CCCCC2)C1
  42	8	-5	15	21	-22	40	3	15	5	-6
- CC/C(=C/c1ccccc1)c1cccc2[nH]c3c(OC)cccc3c12
  7	-1	-26	-7	26	-5	9	0	0	-3	-7
- O=C(c1cnc(Cc2c[nH]c3ccccc23)c(I)c1)N1CCN(Cc2ccccc2)CC1
  -26	1	17	-2	7	-12	23	·	-1	7	·
- O=C(CSc1nnc2ccc(-c3ccc(F)cc3)nn12)N1CCCC1
  5	-6	16	0	-15	-15	-2	-16	2	-4	-7
- Cc1cccnc1CCNC(=O)CC1C(=O)NCCN1CC1CCCCC1 (stereo unspecified)
  3	-19	-15	13	-9	-6	19	1	-14	-1	-1
- NS(=O)(=O)c1ccc(NC(=O)COC(=O)c2cc3ccccc3oc2=O)cc1
  4	-23	8	2	0	-6	-32	3	4	0	-8
- O=C(c1cccs1)N(c1ccc(F)cc1)C1C=CS(=O)(=O)C1 (stereo unspecified)
  -8	19	0	3	-11	-4	-17	-5	-2	14	-4
- COc1ccc(C)cc1NC(=O)CNc1ccc(C(C)=O)cc1
  20	3	-4	5	-2	16	-6	-12	-8	-3	5
- CC(=O)Nc1ccc(Nc2nc(C(F)(F)F)nc3c2nnn3Cc2ccccc2Cl)cc1
  6	33	-19	14	4	-14	2	-5	8	-7	-3
- O=C(CCCC(=O)N1CCN(c2ccccc2F)CC1)c1ccccc1
  -25	-57	-14	-37	-2	-42	-49	-1	-16	8	-40
- CC(=O)Nc1ccc(Nc2nc(C)nc3c2nnn3Cc2ccccc2Cl)cc1
  3	19	11	1	-3	-25	22	9	-2	-15	-1
- Cc1cc(NC(=O)CCC(=O)N(CC(=O)NC2CCCC2)Cc2cccs2)no1
  19	-19	10	11	-2	24	-33	-7	-16	3	1
- CC(C)(C)OC(=O)N[C@@H](Cc1ccccc1)c1nnc(SCC(=O)O)o1
  0	1	-3	-22	21	-6	-1	-3	2	5	-2
- CCOC(=O)c1ccc(NC(=S)Nc2ccccn2)cc1
  -46	-71	-10	-48	21	-32	-47	-1	-7	-10	-16
- Cc1cc(NC(=O)Nc2cccc(Cl)c2)n(-c2ccccn2)n1
  -7	-2	11	6	10	14	0	-4	1	-2	-1
- Cn1c(N)c(C(=O)CSc2nc3ccccc3c(=O)n2Cc2ccccc2)c(=O)n(C)c1=O
  3	-3	10	-2	14	6	1	-2	-6	0	-3
- Cc1ccc(C(c2sc3nc(C)nn3c2O)N2CC(C)OC(C)C2)cc1 (stereo unspecified)
  -12	11	9	-11	-2	-2	7	-1	-1	·	3
- C=C(C)Cn1c(=O)c2c(nc3n2CC(C)CN3Cc2ccccc2)n(C)c1=O (stereo unspecified)
  8	-4	17	17	-27	8	17	-12	3	-5	2
- CC(C)C[C@@H](CN=[N+]=[N-])N1CCN(Cc2ccccc2)CCC1=O
  -1	2	1	3	-9	-15	8	0	-1	5	7
- CCCC(=O)NCCCc1nc2ccccc2n1CC
  9	-4	-10	-13	-5	-9	20	0	2	2	-2
- Cn1ccs/c1=N\S(=O)(=O)c1ccc(F)cc1
  19	1	8	-1	11	1	-2	1	-15	5	-3
- COc1cc(NC(=O)c2ccc([N+](=O)[O-])o2)ccc1NC(=O)c1ccco1
  -4	13	-30	-7	34	57	13	-3	-5	-1	-34
- O=C(CN(C(=O)CNS(=O)(=O)c1ccccc1)C1CCCC1)NCC1CCCO1 (stereo unspecified)
  -8	3	-4	-4	-7	9	26	5	-2	-6	2
- CCSc1nnc(NC(=O)C2CCN(C(=O)c3ccc(F)cc3)CC2)s1
  -2	-24	21	-32	-5	-12	13	11	-3	-2	3
- COc1ccc(C2N(C(=O)N(C)C)CCN2S(=O)(=O)c2ccc(OC)cc2)cc1 (stereo unspecified)
  -5	15	10	-2	17	8	-15	-2	-6	4	-7
- COc1ccc(NC(=O)c2cccc3ccccc23)cc1OC
  -5	-31	-8	0	4	-18	-20	11	5	-2	3
- Cc1cc(C)c(N(CC(=O)NC(C)(C)C)C(=O)CNC(=O)c2cccs2)c(C)c1
  -3	21	6	-21	4	1	-2	·	-9	10	-8
- Cc1nnc(NC(=O)CSc2nnc(CCc3nc4ccccc4[nH]3)n2C)s1
  0	0	2	-9	-18	2	-25	-4	3	-1	-20
- CCC(C)NCCOCCOc1ccc(Cl)cc1Br (stereo unspecified)
  10	-14	2	4	-18	-13	6	5	1	-3	-2
